# Screening data as filed in PubChem.
# eIF4E 4G PPI: inhibitors of eIF4E and eIF4G interaction in translation initiation. P63073+Q04637. TR-FRET eIF4E-eIF4GI(517-606) binding, 2 h. inhibition, % at 21.7 µM. 0.37% of 220,000 active. AID 782;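 active = inhibition above about 30%, limit read from the data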;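 also: 0% = full FRET control wells and 100% = background wells lacking eIF4GI fragment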
# m-calpain inh: calpain II (pig) inhibition; purified calpain II, fluorogenic peptide substrate, 30 min; inhibition, % at 16 µM; 0.37% of 220,000 active; AID 1236;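 active = inhibition above about 50%, limit read from the data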
# TNF death inh: TNF-alpha cell death inhibition in Jurkat FADD-/- cells; Jurkat FADD-/- TNF necroptosis rescue, ATP luminescence, 24 h; 0 = TNF only, 100 = no-TNF cells; activation (protection from cell death), % at 10 µM; 0.068% of 220,000 active; AID 463075;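 active = activation, meaning protection from cell death, of at least 50% relative to plate controls; inactive = activation below 50%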;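 also: necroptosis triggered by 40 ng/mL TNF-alpha added together with compound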
# MDM2 E3 inh: Mdm2 E3 ligase (human) inhibition; cell-based MDM2 ubiquitination luciferase reporter, 2 h; 0 = plate control, 100 = twice control, blank-subtracted; signal enhancement, % at 5 µM; 0.11% of 210,000 active; AID 1230;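 active = signal enhancement of 30% or more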;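 also: luminescence tracks abundance of the self-degrading MDM2-luciferase fusion protein; higher signal means inhibition of MDM2 E3 ligase activity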
# Target sequence (Q00987 whole entry, looked up, the tested form may be a part): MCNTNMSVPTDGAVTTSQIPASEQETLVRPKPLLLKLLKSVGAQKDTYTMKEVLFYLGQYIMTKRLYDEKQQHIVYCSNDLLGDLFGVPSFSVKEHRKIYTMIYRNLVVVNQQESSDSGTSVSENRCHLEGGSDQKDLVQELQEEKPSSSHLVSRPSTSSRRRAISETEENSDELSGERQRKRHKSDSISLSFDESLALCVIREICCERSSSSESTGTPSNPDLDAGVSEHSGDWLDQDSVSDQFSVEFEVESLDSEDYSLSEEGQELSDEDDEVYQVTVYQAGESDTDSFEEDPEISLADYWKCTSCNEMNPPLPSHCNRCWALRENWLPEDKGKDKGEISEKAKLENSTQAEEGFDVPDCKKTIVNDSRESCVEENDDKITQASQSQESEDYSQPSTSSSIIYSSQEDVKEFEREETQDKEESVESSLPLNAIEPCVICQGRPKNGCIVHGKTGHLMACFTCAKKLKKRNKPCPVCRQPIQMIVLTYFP
#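 Assay system: mammalian cells stably expressing self-ubiquitinating, self-degrading MDM2 E3–luciferase fusion. Quantity: 2000 cells in each well. Medium: DMEM culture medium. Compound dosing: single-point 5 µM. Timing: cell settling 4 h, compound treatment 2 h, both 37 °C. Technique: luciferase luminescence. Read-out basis: percent signal gain over controls, blank-subtracted. Benchmarks: plate controls and plate blanks.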
# Rad51 HR inh: blocks human Rad51 in homologous recombination; 0.085% of 200,000 active; Q06609; hRad51 DNA strand exchange, fluorescence dequenching; inhibition, % at 10 µM;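 active = inhibition above 40% at the single screening dose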;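 also: 0% = DMSO control wells and 100% = blanks with heterologous ssDNA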
# Target sequence (Q06609 whole entry, looked up): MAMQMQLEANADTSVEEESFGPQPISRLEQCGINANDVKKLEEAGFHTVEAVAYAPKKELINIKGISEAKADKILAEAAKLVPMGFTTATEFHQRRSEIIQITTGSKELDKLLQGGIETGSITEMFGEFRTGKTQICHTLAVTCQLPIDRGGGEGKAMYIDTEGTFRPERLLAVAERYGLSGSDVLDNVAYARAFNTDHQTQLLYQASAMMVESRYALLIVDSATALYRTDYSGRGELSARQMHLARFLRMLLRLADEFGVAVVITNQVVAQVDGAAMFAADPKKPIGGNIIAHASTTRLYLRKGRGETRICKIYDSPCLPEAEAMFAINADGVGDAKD
#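 System: hRad51 filaments on single-stranded DNA; reagent: Fluorescein- and BHQ1-tagged 47-mer duplex; compound dosing: one concentration, 10 µM final; timing: filaments 15 min 37 °C, then compound 30 min; measured by: fluorescein emission 520 nm, excitation 485 nm; benchmarks: per-plate controls and blanks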
# EBV gp42 block: blocks Epstein-Barr virus glycoprotein 42 binding; AID 1085; Fluorescence polarization binding assay, mP read-out; 0.42% of 220,000 active; Q1HVG2; inhibition, % (tested at 21.74 µM); in the data active = inhibition above about 50%
# Target sequence (Q1HVG2 whole entry, looked up): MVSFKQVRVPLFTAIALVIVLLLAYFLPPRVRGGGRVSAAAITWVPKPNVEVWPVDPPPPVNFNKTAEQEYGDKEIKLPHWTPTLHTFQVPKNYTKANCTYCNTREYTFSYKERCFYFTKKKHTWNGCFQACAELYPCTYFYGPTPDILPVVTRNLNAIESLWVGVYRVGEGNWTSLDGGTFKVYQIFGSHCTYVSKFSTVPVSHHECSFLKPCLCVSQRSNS
# PERK inhibitor: blocks human PERK kinase. 0.17% of 220,000 active. Q9NZJ5. inhibition, % at 5.6 µM. CHO PERK-DD fusion, SEAP luminescence translation reporter;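 active = inhibition above the mean inhibition of all tested compounds plus 3 SD, set separately per screening campaign, cut at about 2.9% in these data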;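 also: PERK kinase domain activated by AP20187 dimerizer at 100 nM; 0% = DMSO with dimerizer and 100% = rapamycin at 8.4 µM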
# Cl transport mod: KCC2 (human) Cl- transport modulation | Q9H2X9 | KCC2 cells, thallium flux FluoZin-2 fluorescence | B-score of Tl+ flux slope (higher = more flux/activation; lower = inhibition) at 10 µM | 2.2% of 190,000 active;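 active = thallium flux slope and its plate-corrected score both differing from the plate sample mean at a set confidence after two filtering rounds, in either direction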;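 also: slope of fluorescence scaled to starting intensity during 10 to 20 s after thallium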
# L929 necroptosis: L929 zVAD cell death inhibition | L929 zVAD necroptosis rescue, ATP luminescence, 24 h; with zVAD 60 µM | viability rescue, % at 10 µM | 0.38% of 220,000 active;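 active = activation, scaled between plate controls, above about 75%, limit read from the data; inactive = activation under that limit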;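 also: 0% = zVAD with DMSO and 100% = DMSO alone without zVAD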
# * = called active by the depositor; i = inactive; · = no result given; [ ] = remark or other dose.
SMILES,eIF4E 4G PPI,m-calpain inh,TNF death inh,MDM2 E3 inh,Rad51 HR inh,EBV gp42 block,PERK inhibitor,Cl transport mod,L929 necroptosis
CC(C)(C)c1ccc(OCC(O)CSc2ncn[nH]2)cc1 (stereo unspecified),-6.3,-11.8,2.3,-1.5,-4.9,-23.8,0.4,-0.585,2.9
CCCCC(CC)CNC(=O)CCS(=O)(=O)c1cccc2nsnc12 (stereo unspecified),3.2,16.4,0.3,2.2,1.2,5.7,-0.2,-0.358,0.9
C=CCn1c(SCc2nc3ccccc3c(=O)[nH]2)nnc1-c1cc2cc(Cl)ccc2o1,-28.8,2.0,-0.2,-0.5,-9.6,-20.8,-0.5,-0.385,-0.1
CO/N=C(\C(=O)O)c1csc(NN=C(C)C)n1,-0.6,26.9,-1.0,-7.7,-6.4,-10.2,0.1,-0.242,-0.3
Cc1ccc(Cn2c(CN3CCOCC3)nc3c2c(=O)n(C)c(=O)n3C)cc1,1.3,-8.2,-1.0,-5.4,-1.1,-2.6,-1.1,0.558,0.4
Cc1c(/C=N\NC(=O)c2cc3ccccc3o2)c2ccccc2n1C,-1.5,i,-6.6,1.4,1.3,1.7,-0.4,·,-0.4
Cc1ccc(S(=O)(=O)N2CCN(C(C)C)CC2)cc1,-0.9,-26.6,-0.3,-9.7,-21.0,4.7,1.3,-1.23,-0.3
CCn1c(COc2ccc(=O)n(-c3ccccc3)n2)nnc1SCc1ccc(OC)cc1,-1.6,23.9,-1.7,-18.4,7.6,1.3,-0.7,·,-0.2
O=C(COc1ccc(Cl)cc1Cl)NCCCn1ccnc1,-3.4[fluorescence artefact?],-33.4,0.0,-11.5,-0.2,-3.0,0.3,·,0.7
Cc1ccc(S(=O)(=O)N2CCOCC2)cc1NC(=O)COC(=O)c1cc(=O)c2ccccc2o1,3.0[fluorescence artefact?],29.0,3.5,-16.6,·,1.5,0.5,0.664,0.1
Cc1cc2nc(CCN(Cc3cccnc3)C(=S)Nc3ccc(F)cc3)[nH]c2cc1C,8.0,3.9,-2.1,-4.0,-0.6,-15.5,-0.8,-0.596,0.2
COc1cc(OC)cc(C(=O)N[C@H](C(=O)OCC(=O)Nc2ccc(OC)c(OC)c2)C(C)C)c1,-0.2,-11.7,2.1,0.5,-2.2,-3.6,0.6,-0.845,7.4
CC(C)(C)OC(=O)NCCC(=O)N/N=C/c1cccc2nccnc12,-0.1,27.1,0.4,-2.4,6.8,1.6,-0.3,0.00698,0.0
CC(C)c1ccc(NC(=O)CN(Cc2ccccc2)S(C)(=O)=O)cc1,2.7,-7.5,0.7,-16.4,1.0,-3.1,-0.4,-0.59,1.4
CCOc1ccc(-n2c(SCc3nc(-c4ccc(C)cc4)no3)nnc2-c2ccncc2)cc1,6.6,20.8,-0.9,-10.7,-3.9,-1.6,-1.2,-0.0199,-1.7
CCOC(=O)NC(=O)c1cn(Nc2ncc(C(F)(F)F)cc2Cl)c(=O)[nH]c1=O,3.4,31.9,0.5,-0.7,-5.1,-8.7,2.0,·,-0.3
N=C(SC1CC(=O)N(c2ccc(F)cc2)C1=O)N1N=C(c2ccccc2)CC1c1ccccc1 (stereo unspecified),-1.8,-7.9,-7.7,-3.5,7.5,-7.2,0.9,0.345,6.7
COc1ccc(OC)c(S(=O)(=O)Nc2cc(OC)c(Cl)cc2OC)c1,-0.5,17.5,0.0,-1.4,4.7,-5.8,-0.1,·,-0.1
COC(=O)CC1C(=O)NCCN1C(=O)CSc1nnnn1-c1ccc(Cl)cc1 (stereo unspecified),3.2,-28.9,1.9,29.9,-6.5,-13.6,-0.1,1.09,1.0
CC(=O)c1c(C)[nH]c(C(=O)OCC(=O)Nc2ccc(Cl)c(S(=O)(=O)N(C)C)c2)c1C,-2.7,15.5,-7.0,-5.6,-5.1,-2.9,0.2,-0.713,79.7*

# Four compounds already listed, sorted by number of heavy atoms, rising.
SMILES,eIF4E 4G PPI,m-calpain inh,TNF death inh,MDM2 E3 inh,Rad51 HR inh,EBV gp42 block,PERK inhibitor,Cl transport mod,L929 necroptosis
Cc1ccc(S(=O)(=O)N2CCN(C(C)C)CC2)cc1,-0.9,-26.6,-0.3,-9.7,-21.0,4.7,1.3,-1.23,-0.3
CC(C)(C)OC(=O)NCCC(=O)N/N=C/c1cccc2nccnc12,-0.1,27.1,0.4,-2.4,6.8,1.6,-0.3,0.00698,0.0
CCOC(=O)NC(=O)c1cn(Nc2ncc(C(F)(F)F)cc2Cl)c(=O)[nH]c1=O,3.4,31.9,0.5,-0.7,-5.1,-8.7,2.0,·,-0.3
COc1cc(OC)cc(C(=O)N[C@H](C(=O)OCC(=O)Nc2ccc(OC)c(OC)c2)C(C)C)c1,-0.2,-11.7,2.1,0.5,-2.2,-3.6,0.6,-0.845,7.4

# Continued.
SMILES,eIF4E 4G PPI,m-calpain inh,TNF death inh,MDM2 E3 inh,Rad51 HR inh,EBV gp42 block,PERK inhibitor,Cl transport mod,L929 necroptosis
OC1CCCN(Cc2c3ccccc3cc3ccccc23)C1 (stereo unspecified),0.1,i,1.4,-10.6,3.8,-10.2,0.1,-0.738,3.3
COc1ccc(C2N(c3ccccn3)C(=O)C3CCCN32)c(OC)c1 (stereo unspecified),2.8,-13.0,0.1,-3.2,10.2,-4.6,0.5,·,1.0
CCOC(=O)c1[nH]c2cc(OC)c(OC)cc2c1N,1.5,-98.4,1.3,-11.9,-1.3,-19.8,0.6,1.03,0.7
CC(=O)Nc1cc2c(cc1C(=O)C(C)C)OCCO2,-5.3,-122.7,-0.5,-7.2,-12.7,-11.5,0.0,1.51,-0.5
COc1cccc(-n2c(Cc3cc(=O)[nH]c(=O)[nH]3)nnc2SCC(=O)NC2CCCC2)c1,-1.3,10.0,0.3,-30.6,-9.7,1.6,0.5,1.4,0.4
Cc1ccc(NC(=O)N(Cc2cccs2)Cc2cc3cc4c(cc3[nH]c2=O)OCO4)cc1,6.9[fluorescence artefact?],-12.6,0.8,-6.9,2.6,-8.8,0.5,0.212,0.1
Cc1cc2c3c(c1)C1(C(=O)N3C(C)(C)CC2C)C(C#N)=C(N)Oc2n[nH]c(C)c21 (stereo unspecified),0.8,8.6,-5.5,-0.2,3.5,-0.7,1.1,-1.8,0.3
Cc1cc(NC(=O)C2CCCN(S(=O)(=O)c3c(C)noc3C)C2)n[nH]1 (stereo unspecified),3.2[fluorescence artefact?],12.8,2.6,-8.2,0.1,-13.1,0.6,-0.00977,0.8
C#CCOC(=O)c1ccccc1C(=O)O,-2.2,-21.8,-0.9,-7.4,1.5,-13.2,-0.6,1.02,0.2
CCn1cc(CNC(=O)c2c(-c3c(Cl)cccc3Cl)noc2C)c(C)n1,-1.9,4.1,1.3,-14.9,6.7,-25.0,0.0,0.124,1.3
CC(Oc1ccc(-c2ccccc2)cc1)C(=O)N1CCOCC1 (stereo unspecified),3.9[fluorescence artefact?],21.6,-2.1,-12.5,1.7,-7.1,-0.1,1.78,0.2
CCC(=Nc1ccccc1O)C1=C(O)CC(c2ccccc2)CC1=O (stereo unspecified),-3.7,8.4,7.7,-7.1,·,3.5,-0.7,-2.79,72.7
COc1ccc(C)cc1NC(=O)c1ccc(-c2ccc(C(C)=O)cc2)o1,-2.5,-135.2,2.2,-6.4,-7.6,-6.4,-0.8,0.215,2.5
COc1ccc(OC)c(NC(=O)Cn2c(C)nc3ccccc3c2=O)c1,0.1,-19.5,3.2,-7.7,3.0,-5.3,-1.1,0.384,4.8
COc1ccc(OCC(=O)Nc2ccc(NC(=O)c3cccs3)c(OC)c2)cc1,3.6,-132.1,1.7,-21.3,-0.3,-7.7,-0.1,-0.871,3.0
COc1ccc(CC(=O)NN2C(=O)c3ccccc3C2=O)cc1,14.2,-6.7,0.8,8.9,-4.8,-3.6,0.9,0.775,0.0
O=C(NC1CCCC1)C1CCCN1S(=O)(=O)c1cccc2cccnc12 (stereo unspecified),5.7,-18.8,-0.5,-20.6,1.7,-5.7,0.4,·,1.7
O=C(CSc1ccc2nnc(-c3cccnc3)n2n1)NCc1ccco1,-0.9,-17.4,0.3,-15.2,-7.0,-16.6,1.4,-0.829,0.4
COc1ccc(CC(=O)NNc2ncnc3c2cnn3C)cc1OC,-0.4,-4.3,0.9,4.6,-1.4,-1.0,-0.1,0.0266,0.6
CC(C)CCNC(=O)[C@H](CSCc1ccccc1)N1Cc2ccccc2C1=O,2.4,38.2,-0.5,·,-10.4,-1.9,-1.3,-4.21*,·
CC1CN(c2oc(COc3ccc(Cl)cc3Cl)nc2C#N)CC(C)O1 (stereo unspecified),-0.8[fluorescence artefact?],19.9,-1.9,-9.4,1.0,5.0,0.4,·,0.2
O=C(C1CC1)N1CCc2cc(S(=O)(=O)N3CCOCC3)ccc21,-1.2,7.6,0.5,-7.2,-1.3,7.3,1.2,·,0.8
O=C1c2ccccc2C(=O)N1CCCCSc1nc2ccccc2o1,3.7,19.1,-0.6,-2.0,-1.3,-9.0,-0.6,-0.484,0.2
CC1(C)CC(=O)c2cc(NC(=O)c3ccc(F)cc3)c(=O)oc2C1,3.8,10.7,1.0,-6.3,-1.5,-16.0,0.6,0.0668,0.2
CCCSc1nc(O)c(C(c2ccc(OC)c(O)c2)c2c(O)nc(SCCC)n(C)c2=O)c(=O)n1C,15.8,-25.6,1.3,-4.0,12.3,-19.9,1.1,-0.128,-0.6
CN(C(=O)COC(=O)c1cc([N+](=O)[O-])ccc1N1CCCC1)C1CCS(=O)(=O)C1 (stereo unspecified),-2.8,-16.8,0.5,5.2,-15.2,-15.6,-0.1,·,0.4
CC(C)(C)NC(=O)CSc1nc(-c2ccccc2)c(-c2ccccc2)[nH]1,5.2,3.7,2.6,·,·,12.6,0.1,-0.85,-0.7
O=C(N/N=C/c1cccs1)c1cc(-c2ccc3ccccc3c2)n[nH]1,5.2,-14.2,-7.2,3.5,-11.5,-8.4,-0.1,·,0.8
Cc1ccc(C(=O)O)cc1NC(=O)CSc1ncnc2sc3c(c12)CCC3,-4.1,-26.4,1.1,-7.2,·,2.2,0.5,10.4*,-0.2
O=C(COC(=O)CNC(=O)c1ccccc1)Nc1ccc2c(c1)OCO2,2.7,-0.7,-0.1,-11.7,·,-10.9,1.9,-0.385,-1.0
Cc1c(C(=O)NCCSCc2c(F)cccc2Cl)cnn1-c1ccc(Cl)cc1,-3.7,33.0,-1.0,-2.3,6.9,51.9*,-0.9,0.0797,2.4
Cc1ccccc1N(CC(=O)NCCSc1ccccn1)S(=O)(=O)c1ccccc1,-0.4,-13.8,0.3,-1.3,-1.3,-7.0,0.1,-2.86*,0.5
CCCOc1ccc(/C(CC)=N/NC(=O)C2(C)CC2(Br)Br)cc1 (stereo unspecified),-6.5,36.7,4.2,-6.5,9.3,-19.8,0.3,0.0264,2.6
Cc1ccc(N2C(N)=C(C#N)C(c3cccnc3)C3=C2CCCC3=O)cc1 (stereo unspecified),-1.1,-22.9,-2.3,-7.0,-2.3,-9.3,-0.4,·,-0.6
NC(=O)CC(NC(=O)c1ccc(Br)cc1)c1ccc(NCc2ccc(F)cc2)c([N+](=O)[O-])c1 (stereo unspecified),-4.1,-28.4,6.1,17.6,-2.9,-35.3,·,-0.147,0.5
O=C(NNC(=O)C1CCCCC1)c1cnccn1,2.1,-4.7,-0.4,-11.5,-9.1,-18.1,1.0,0.583,0.0
COP(=O)(/C=C/c1ccccc1)C(O)c1ccc(F)cc1 (stereo unspecified),3.1,4.7,-11.0,0.8,4.4,-3.0,0.6,-0.261,-0.2
